Menin MLL FP TR – displaces Texas Red mutant MLL peptide from human menin. Menin + Texas Red MLL mutant peptide, fluorescence polarization. Potency, µM (series often up to 61.6 µM), inactives show top-dose FP activity change, negative = inhibition, actives largely listed as inhibitors. 0.23% of 270,000 active. AID 1768; active means well fitted inhibition curve with a large enough effect in the polarisation, with a control signal flat, not every such curve was filed as active; inconclusive means small, poorly fitted or top-dose-only effect, or effect the other way, or a change in a side signal; inactive means no such curve, though single readings can be large or run the other way; the % refers to the polarisation; further: potency means the concentration at half of the fitted maximal effect; % of control where 0% means no effect; many of its hits are not listed in these tables
S-ASM inh – human S-ASM enzyme inhibition; placental ASM, HMU-PC fluorogenic substrate, 60 min; P17405; 0.006% of 340,000 active; AID 504937; Potency, µM (titrated, usually from 57.5 µM), for the others: at the highest dose activity change, negative = inhibition, actives largely listed as inhibitors; further: potency means the concentration at half of the fitted maximal effect
Target sequence (P17405 47-631 limits assumed): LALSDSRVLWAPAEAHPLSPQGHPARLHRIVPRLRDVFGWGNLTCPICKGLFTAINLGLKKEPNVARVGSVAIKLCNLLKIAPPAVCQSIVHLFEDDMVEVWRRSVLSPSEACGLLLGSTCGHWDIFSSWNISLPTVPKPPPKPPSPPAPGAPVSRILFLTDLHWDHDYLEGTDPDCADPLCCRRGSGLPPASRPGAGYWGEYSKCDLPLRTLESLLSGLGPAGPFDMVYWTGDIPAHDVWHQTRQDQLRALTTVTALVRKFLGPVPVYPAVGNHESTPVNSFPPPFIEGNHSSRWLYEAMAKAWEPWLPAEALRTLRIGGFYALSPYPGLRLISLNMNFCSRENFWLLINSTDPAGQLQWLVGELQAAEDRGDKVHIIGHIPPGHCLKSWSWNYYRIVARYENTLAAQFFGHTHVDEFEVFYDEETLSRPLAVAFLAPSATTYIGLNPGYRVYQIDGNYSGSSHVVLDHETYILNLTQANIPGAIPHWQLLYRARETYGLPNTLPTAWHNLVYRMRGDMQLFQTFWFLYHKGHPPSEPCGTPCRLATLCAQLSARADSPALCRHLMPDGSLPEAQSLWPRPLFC
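Steps: dispense placental human ASM, pin compound, wait 10 min at room temperature, add HMU-PC0 substrate at 9 uM final, incubate 60 min at 37 °C, add stop solution raising pH to 10, read fluorescence.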
CXXC DNA block – inhibitors of human MLL CXXC domain-DNA interaction; Q03164; MLL-CXXC / FITC-HOXA9 DNA fluorescence polarization; Potency, µM (series often up to 115 µM), for inactives: top-dose activity change, negative = inhibition, hits mostly inhibitors; 0.037% of 290,000 active; active means well fitted inhibition curve with a large enough effect in the polarisation, with a control signal flat, not every such curve was filed as active; inconclusive means small, poorly fitted or top-dose-only effect, or effect the other way, or a change in a side signal; inactive means no such curve, though single readings can be large or run the other way; the % refers to the polarisation; further: potency means the concentration at half of the fitted maximal effect
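Purified MLL-CXXC (added from a 7 uM solution) was preincubated 5 min at ambient with pinned compounds in 50 mM Tris-HCl pH 7.5, 50 mM NaCl, 1 mM DTT, 0.05% BSA. Fluorescein-labeled HOX-A9 DNA (50 nM solution) followed, 30 min, then polarization read.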
MBNL1-CUG inh – inhibitors of human MBNL1 binding to CUG repeat RNA. TR-FRET MBNL1-His/biotin-(CUG)12 binding, 665/545 ratio. Potency, µM (series often up to 57.5 µM), without a hit: top-dose activity change, negative = inhibition, most hits filed as inhibitors. 0.036% of 280,000 active. AID 2675; active means well fitted inhibition curve with a large enough effect in the signal ratio, with a control signal flat, not every such curve was filed as active; inconclusive means small, poorly fitted or top-dose-only effect, or effect the other way, or a change in a side signal; inactive means no such curve, though single readings can be large or run the other way; the % refers to the signal ratio; further: potency means the concentration at half of the fitted maximal effect; on the % scale 0 is the no-effect control and ±100 the full control effect
Target sequence (Q9NR56 whole entry, looked up): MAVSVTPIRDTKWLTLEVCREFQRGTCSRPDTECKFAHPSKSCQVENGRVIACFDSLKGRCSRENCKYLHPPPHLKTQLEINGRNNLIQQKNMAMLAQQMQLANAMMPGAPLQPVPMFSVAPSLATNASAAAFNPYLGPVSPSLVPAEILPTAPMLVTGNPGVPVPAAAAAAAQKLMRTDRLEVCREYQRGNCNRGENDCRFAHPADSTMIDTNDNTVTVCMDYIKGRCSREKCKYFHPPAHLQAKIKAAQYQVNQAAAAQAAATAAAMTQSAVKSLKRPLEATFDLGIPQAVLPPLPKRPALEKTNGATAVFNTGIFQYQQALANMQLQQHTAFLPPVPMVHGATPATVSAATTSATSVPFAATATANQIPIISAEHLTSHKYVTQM
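MBNL1-His + Biotin-(CUG)12, cpd titration 92 nM–58 uM; Tb anti-His Ab 0.055 ng/ul, SA-XL665 5 nM (final); 60 min RT; ratiometric 665/545 nm, Ex 340 nm; normalized to buffer and full-complex controls.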
Integrin act MD – integrin-mediated muscular dystrophy alleviation activation. alpha7betagal myoblasts, beta-gal FDG fluorescence, 48 h. Potency, µM (doses to about 38.3 µM), for the others: top-dose activation, actives largely listed as activators. 0.064% of 350,000 active. AID 624291;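 further: potency means the concentration at half of the fitted maximal effect; 100% = response of the positive control SU9516; nearly all actives have a fitted effect of over 60% in size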
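Alpha7betagal+/- myoblasts (passage 13) were plated 16-24 hr, then exposed to compounds (1:260 dilution of DMSO stock) for 48 hours at 37C. After MPER lysis, β-galactosidase reporter activity was read as FDG fluorescence (ex 480/em 540) after 30 minutes.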
A-T KAP1 phos – potential ataxia-telangiectasia treatment; […] A-T fibroblasts, KAP-1 phosphorylation AlphaLISA; neocarzinostatin DNA damage 30 min before lysis; Potency, µM (titrated, usually from 57.5 µM), for the others: at the highest dose activation, most hits filed as activators; 0.19% of 320,000 active; further: potency means the concentration at half of the fitted maximal effect; % of control where 0% means no effect; nearly all actives have a fitted effect of over 45% in size
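ATM-like activity read as KAP-1 phosphorylation via AlphaLISA donor/acceptor antibody pairs after lysis and 6 hr at 25C. Cells were ATM-null patient fibroblasts ([…], hTERT), dosed 60 min, then exposed to the DSB inducer NCS for 30 min.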
TCR activator – activators of T cell receptors; primary human leukocytes, anti-CD3, IL-2 HTRF, 48 h; Potency, µM (titrated, usually from 9.22 µM), without a hit: at the highest dose activation of IL-2 secretion, hits mostly activators; 330,000 tested, under 10 active; AID 504894; further: % of control where 0% means no effect
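1) Mix primary human leukocytes, a-CD3 beads and compound. 2) Incubate 48 hr. 3) Add HTRF IL-2 reagents (a-IL-2-K, a-IL-2-d2).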
TSG101-PTAP inh – blocks PTAP/TSG101 interaction to inhibit HIV-1 budding; Q99816; Fluorescence polarization, FITC-PTAP peptide / Tsg101 binding; 340,000 tested, under 10 active; Potency, µM (series often up to 115 µM), for the others: top-dose activity change, negative = inhibition, hits mostly inhibitors; AID 493005; active means well fitted inhibition curve with a large enough effect in the main read-out, with a control signal flat, not every such curve was filed as active; inconclusive means small, poorly fitted or top-dose-only effect, or effect the other way, or a change in a side signal; inactive means no such curve, though single readings can be large or run the other way; further: potency means the concentration at half of the fitted maximal effect; % of control where 0% means no effect
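Compounds were pin-transferred onto Tsg101 binding domain (10 uM final) in HEPES pH 7.5 buffer, then FITC-PTAP peptide was added at 50 nM final. After 20 min at RT, polarization reported peptide displacement across a qHTS concentration series.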
TSHR antagonist – human thyrotropin receptor antagonism; P16473; TSHR-expressing cells, TSH-stimulated cAMP HTRF, 2 h; stronger effect = lower value; activity change, negative = inhibition, % at 11.5 µM; 0.2% of 330,000 active;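 active means activity change below a set negative limit, meaning inhibition stronger than a set level, cut at about -70% in these data; inconclusive means activity change between two set negative limits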; further: on the % scale 0 is the no-effect control and ±100 the full control effect
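Competitive HTRF cAMP read-out (cryptate anti-cAMP antibody, cAMP-d2; 30 min, room temperature) in freshly harvested TSHR cells. Compounds added before TSH at EC80 (4nM final), followed by 2 hours' incubation at 37 deg C.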
Mito fusion yeast – mitochondrial division inhibition or fusion activation. S. cerevisiae fusion-defective mutant growth rescue, CellTiterGlo 48 h. Potency, µM (titrated, usually from 46.1 µM), for inactives: at the top dose growth rescue (activation), usual class: activators. 0.23% of 320,000 active. AID 485298;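 further: potency means the concentration at half of the fitted maximal effect; % of control where 0% means no effect; nearly all actives have a fitted effect of over 45% in size; temperature-sensitive fusion mutants such as fzo1-1 at 37 °C on non-fermentable ethanol glycerol medium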
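S. cerevisiae fusion-defective temperature-sensitive mutants (e.g. fzo1-1, mgm1-5) grown 48 h at 37C in YPEG (ethanol/glycerol non-fermentable) medium with 23 nl compound per well; growth rescue read as CellTiterGlo luminescence.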
* = called active by the depositor; [ ] = another dose, or the depositor's remark. Unless noted, the call rests on the fitted dose curve; in most records, active means well fitted curve in the direction sought with a large enough effect; inconclusive means small, poorly fitted or top-dose-only effect, or another doubt; inactive means no such curve, though single readings can be large; an effect the other way counts as inactive or inconclusive.

COC(=O)Nc1ccc(S(=O)(=O)N2CCCCCC2)cc1 was read as Menin MLL FP TR 1%, S-ASM inh 1%, CXXC DNA block -4%, MBNL1-CUG inh 1%, Integrin act MD -20%, A-T KAP1 phos 6%, TCR activator 3%[46.1 µM], TSG101-PTAP inh -8%, TSHR antagonist 6 and Mito fusion yeast 5%.
`CCOC(=O)/C(=N\Nc1ccc(C(C)=O)cc1)c1csc(Nc2ccccc2)n1` gave Menin MLL FP TR inconclusive, S-ASM inh 10%, CXXC DNA block 20%, MBNL1-CUG inh -12%, Integrin act MD -40%, A-T KAP1 phos -14%, TCR activator -4%[46.1 µM], TSG101-PTAP inh inconclusive, TSHR antagonist 22 and Mito fusion yeast 0%.
NS(=O)(=O)c1ccc(NC(=O)CN2CCN(S(=O)(=O)c3cccs3)CC2)cc1 was read as Integrin act MD 14%, A-T KAP1 phos -11%, TCR activator 2%, TSG101-PTAP inh -4%, TSHR antagonist 4 and Mito fusion yeast 0%.
`CCOC(=O)N1CCN(C(=O)CS(=O)(=O)c2cn(Cc3ccccc3C)c3ccccc23)CC1` gave Menin MLL FP TR -8%, S-ASM inh -2%, CXXC DNA block -1%, MBNL1-CUG inh -5%, Integrin act MD -3%, A-T KAP1 phos 2%, TCR activator -7%[46.1 µM], TSG101-PTAP inh -3%, TSHR antagonist -3 and Mito fusion yeast -5%.
`Cc1ccc(CNC(=O)CSc2nc(C)cc(C)c2C#N)cc1` gave Menin MLL FP TR -5%, S-ASM inh 1%, CXXC DNA block 0%, MBNL1-CUG inh 40%[activator], Integrin act MD 4%, A-T KAP1 phos 10%, TCR activator 4%, TSG101-PTAP inh -3%, TSHR antagonist -10 and Mito fusion yeast 5%.
Screening CS(=O)(=O)Nc1ccc(-c2cn3cccnc3n2)cc1 returned Menin MLL FP TR inconclusive, S-ASM inh 48%[activator], CXXC DNA block 0%, MBNL1-CUG inh inconclusive, Integrin act MD 2%, A-T KAP1 phos 27%, TCR activator 3%, TSG101-PTAP inh 1%, TSHR antagonist 14 and Mito fusion yeast -7%.
`O=c1c2ccccc2oc2nc(-c3ccco3)n(Cc3ccccc3)c(=O)c12` gave Menin MLL FP TR 4%, S-ASM inh 1%, CXXC DNA block 4%, MBNL1-CUG inh 105%[activator], Integrin act MD inconclusive, TCR activator -4%, TSG101-PTAP inh -7%, TSHR antagonist 23 and Mito fusion yeast 0%.
For CCOC(=O)C1=C(CN2CCN(c3ccc(F)cc3)CC2)NC(=O)NC1c1cccs1 (centres undefined) the results were Menin MLL FP TR 8%, S-ASM inh -2%, CXXC DNA block 13%, MBNL1-CUG inh -6%, Integrin act MD -17%, A-T KAP1 phos 5%, TCR activator -1%, TSG101-PTAP inh -3%, TSHR antagonist 0 and Mito fusion yeast 20%.
Screening COc1cc2ccccc2cc1C(=O)Nc1ccc(N2CCN(C)CC2)cc1 returned Menin MLL FP TR 10%, S-ASM inh -4%, CXXC DNA block inconclusive, MBNL1-CUG inh inconclusive, Integrin act MD -65%[inhibitor], A-T KAP1 phos 0%, TCR activator -4%, TSG101-PTAP inh -2%, TSHR antagonist -1 and Mito fusion yeast -3%.
Screening Cc1nn(CC(=O)c2ccc(Br)s2)c(C)c1[N+](=O)[O-] returned S-ASM inh -1%, CXXC DNA block 36%[activator], MBNL1-CUG inh 15%, Integrin act MD -6%, A-T KAP1 phos -18%, TCR activator 6%, TSG101-PTAP inh 7%, TSHR antagonist 6 and Mito fusion yeast -3%.
Screening COc1cc(C(=O)NC2CCCCCCC2)cc(OC)c1OC returned S-ASM inh -1%, Integrin act MD -19%, TCR activator 7% and TSG101-PTAP inh 3%.
COCCCNC(=O)CC(=O)N/N=C\c1ccc(SC)cc1 was read as Menin MLL FP TR inconclusive, S-ASM inh 6%, CXXC DNA block -5%, MBNL1-CUG inh inconclusive, Integrin act MD inconclusive, A-T KAP1 phos -3%, TCR activator 7%, TSG101-PTAP inh 1%, TSHR antagonist 11 and Mito fusion yeast -3%.
`COc1ccc2nc(SCC(=O)NCC(F)(F)F)[nH]c2c1` gave Menin MLL FP TR 17%, S-ASM inh -5%, CXXC DNA block -1%, MBNL1-CUG inh -4%, Integrin act MD 6%, A-T KAP1 phos -3%, TSG101-PTAP inh 3%, TSHR antagonist 13 and Mito fusion yeast -8%.
C=CCc1cc(Cl)ccc1OCCNCCCOC was read as Menin MLL FP TR -15%, S-ASM inh 0%, CXXC DNA block -1%, MBNL1-CUG inh -13%, Integrin act MD -60%[inhibitor], A-T KAP1 phos -5%, TCR activator 7%[46.1 µM], TSG101-PTAP inh 2%, TSHR antagonist 7 and Mito fusion yeast -6%.
Screening CC(C)(C)OC(=O)NCCCCCNC(=O)c1nc[nH]c1C(=O)NCc1ccc(CNC(=O)OC(C)(C)C)cc1 returned S-ASM inh -3%, Integrin act MD -44%, A-T KAP1 phos -3%, TCR activator -7%, TSG101-PTAP inh -1% and TSHR antagonist -32.
For Cc1cc(-c2ccccc2)nc(Cl)c1C#N the results were Menin MLL FP TR 8%, S-ASM inh -3%, CXXC DNA block 3%, MBNL1-CUG inh -9%, Integrin act MD -10%, A-T KAP1 phos -2%, TCR activator 3%[46.1 µM], TSG101-PTAP inh 0%, TSHR antagonist -9 and Mito fusion yeast 1%.
For CC1Cc2cc(S(=O)(=O)NCc3ccccc3)ccc2N1C(=O)C1CCC1 (centres undefined) the results were Menin MLL FP TR -7%, S-ASM inh -3%, CXXC DNA block 11%, MBNL1-CUG inh 5%, Integrin act MD 9%, A-T KAP1 phos 2%, TCR activator 2%, TSG101-PTAP inh 1%, TSHR antagonist -26 and Mito fusion yeast 0%.
c1ccc(-c2ccccc2OCCCCn2ccnc2)cc1 was read as Menin MLL FP TR inconclusive, S-ASM inh 3%, CXXC DNA block -1%, MBNL1-CUG inh -4%, Integrin act MD -10%, A-T KAP1 phos 7%, TCR activator -75%, TSG101-PTAP inh -2%, TSHR antagonist -1 and Mito fusion yeast -6%.
Screening Cc1ccc(N=Cc2cc3c(cc2[N+](=O)[O-])OCO3)cc1[N+](=O)[O-] returned S-ASM inh -5%, Integrin act MD 9%, TCR activator 2% and TSG101-PTAP inh -2%.
For COc1ccc(Cn2c(C)nnc2-c2cnn(C)c2N)cc1OC the results were Menin MLL FP TR 21%, S-ASM inh 0%, CXXC DNA block -4%, MBNL1-CUG inh 2%, Integrin act MD -21%, A-T KAP1 phos 2%, TCR activator -7%, TSG101-PTAP inh -3%, TSHR antagonist 12 and Mito fusion yeast 7%.
COc1cc(C(=O)N2CCc3ccccc32)ccc1OCc1c(C)noc1C was read as S-ASM inh -4%, CXXC DNA block 14%, MBNL1-CUG inh -6%, Integrin act MD 10%, A-T KAP1 phos -1%, TCR activator 0%, TSG101-PTAP inh -1%, TSHR antagonist -10 and Mito fusion yeast 14%.
`COCCOc1ccc(C(F)(F)F)cc1NC(=O)COC(=O)c1ccc(N2CCCC2=O)cc1` gave S-ASM inh -2%, Integrin act MD -4%, A-T KAP1 phos -21%, TCR activator -2%[46.1 µM], TSG101-PTAP inh 0% and TSHR antagonist 19.
Screening CCN(C(=O)COC(=O)c1ccc2[nH]c3c(c2c1)CCCC3)C1CCS(=O)(=O)C1 (centres undefined) returned Menin MLL FP TR 7%, S-ASM inh -2%, CXXC DNA block -9%, MBNL1-CUG inh -3%, Integrin act MD -8%, A-T KAP1 phos 4%, TCR activator -1%, TSG101-PTAP inh -2%, TSHR antagonist 7 and Mito fusion yeast -5%.
Screening CCOC(=O)c1ccccc1NC(=O)c1ccc2nc[nH]c2c1 returned Menin MLL FP TR -5%, S-ASM inh -3%, CXXC DNA block inconclusive, MBNL1-CUG inh -3%, Integrin act MD inconclusive, A-T KAP1 phos inconclusive, TCR activator -1%, TSG101-PTAP inh -5%, TSHR antagonist 38 and Mito fusion yeast 29%.

The list is partial (hit frequency here may not be typical).
